# Screening results deposited in PubChem BioAssay by Fisher Drug Discovery Resource Center.
# NPYLR7 agonist: activates Aedes aegypti NPYLR7 receptor; HEK293T NPYLR7/Galpha15, GCaMP6s calcium fluorescence; activation, % at 10 µM; 270,000 compounds, 0.15% hits; in the data active = activation above about 40%;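 note: 0% = vehicle and 100% = reference agonist at the receptor; some compounds past the cut are filed as inactive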
# hcGAS inh: human cGAS inhibition; 290,000 compounds, 0.081% hits; Q8N884; inhibition, % at 12.5 µM; recombinant h-cGAS, ATP depletion, Kinase-Glo luminescence;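 note: 0% = vehicle reaction and 100% = reaction without DNA for no activity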
# Target sequence (Q8N884 whole entry, looked up): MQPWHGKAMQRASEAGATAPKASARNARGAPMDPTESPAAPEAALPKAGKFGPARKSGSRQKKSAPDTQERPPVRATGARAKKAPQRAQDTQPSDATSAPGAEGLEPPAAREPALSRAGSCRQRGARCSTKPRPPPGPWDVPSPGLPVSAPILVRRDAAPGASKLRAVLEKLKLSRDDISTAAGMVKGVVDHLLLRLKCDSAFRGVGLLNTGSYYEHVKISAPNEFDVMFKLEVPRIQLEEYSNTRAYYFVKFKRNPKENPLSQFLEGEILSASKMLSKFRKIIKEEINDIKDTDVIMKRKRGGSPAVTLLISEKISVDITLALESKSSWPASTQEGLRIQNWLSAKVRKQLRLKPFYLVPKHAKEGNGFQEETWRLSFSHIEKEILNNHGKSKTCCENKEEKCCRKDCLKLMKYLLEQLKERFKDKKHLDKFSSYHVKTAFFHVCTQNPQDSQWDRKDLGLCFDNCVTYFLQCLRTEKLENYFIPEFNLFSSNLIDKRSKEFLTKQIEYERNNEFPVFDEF
# mcGAS inh: inhibitors of mouse cGAS | Q8C6L5 | recombinant cGAS, Kinase-Glo ATP depletion luminescence | inhibition, % at 12.5 µM | 160,000 compounds, 0.15% hits;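 note: 0% = negative control wells and 100% = reference inhibitor with no enzyme activity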
# Starred values were filed as active, the others as inactive; x = not tested or not shown; & = joins results of further samples. Cut-off read from the data, not from the text of the source, unless noted: active = inhibition above about 40%; inactive = the rest. Hits appear at their usual frequency, and some 0.26% of all compounds hit somewhere here.
1	Cc1ncc(C)c(-c2cccc(OC(C)C)c2)n1
2	O=C1/C(=C/c2ccc(-c3cc(Cl)ccc3Cl)o2)C=C(c2ccccc2)N1c1ccc(O)cc1
3	COc1ccc(C2CC(c3ccccc3Cl)=NN2C(=O)CN2CCCCC2C)c(OC)c1 (stereo not given)
4	CN1c2ccccc2C(=O)NC12CCN(Cc1ccccc1)CC2
5	Cn1cnc([N+](=O)[O-])c1NC1CCCCCCC1
6	CCC(Sc1nc(N)c(NC(=O)c2ccc(OC)c(OC)c2)c(=O)[nH]1)C(=O)OC (stereo not given)
7	CCCN1CCCC[C@H]1C(=O)Nc1c(C)cccc1C
8	COc1ccccc1NC(=O)C1=C(C)Nc2nc(-c3ccccc3)nn2C1c1cccs1 (stereo not given)
9	O=C(OCc1ccccc1)Oc1cncc(C(=O)O)c1
10	O=C(NC1CC1)c1ccc(-c2cnc3c(n2)[nH]c(=O)n3-c2ccc(N3CCOCC3)cc2)cc1
entry no.,1,2,3,4,5,6,7,8,9,10
NPYLR7 agonist,7,0,1,9,7,4,-4,4,1,-2
hcGAS inh,-3,-10,0,2,-3,-3,-1,-5,0,-5
mcGAS inh,-17,-5,-3,x,x,-6,x,x,x,-3

# A few values from the entries so far:
# For hcGAS inh, `COc1ccc(C2CC(c3ccccc3Cl)=NN2C(=O)CN2CCCCC2C)c(OC)c1` (stereo not given) reads 0
# For hcGAS inh, `Cn1cnc([N+](=O)[O-])c1NC1CCCCCCC1` reads -3

# Next records
11	COc1cc(C(=O)N(C)CCOc2cccc(Cl)c2)cc(Cl)c1OC
12	Cc1ccc(N(CC(=O)N2CCC(=O)NCC2C)S(C)(=O)=O)cc1 (stereo not given)
13	CC1CCCC(NC(=O)c2ccc(CSc3nnc4ccccn34)cc2)C1 (stereo not given)
14	COc1ccccc1-n1c(-c2ccccc2)cc(C(=O)NCc2cccc(C(F)(F)F)c2)c1C
15	CC(=O)c1ccc(C(=O)N(Cc2ccccn2)c2nc3ccccc3s2)cc1
16	CCCCn1c(=O)c2c(nc3n(CCOC)c(C)c(C)n23)n(C)c1=O
17	COC(=O)c1ccc(NC(=O)CSc2ccc(-c3sc(-c4ccc(F)cc4)nc3C)nn2)cc1
18	C=CCN1C(=O)NC(c2ccccc2)C2=C1CN(CCOC)C2=O (stereo not given)
19	CCCc1nnc(C(=O)N2CCCOC(CN3CCCC3)C2)o1 (stereo not given)
20	CCN1CCN(CCC(=O)NC(C)c2nc3ccccc3n2C)CC1 (stereo not given)
entry no.,11,12,13,14,15,16,17,18,19,20
NPYLR7 agonist,-1,-3,-8,9,-7,1,7,-1,3,0
hcGAS inh,-1,-1,-4,-3,-3,-7,-5,-5,-1,-5
mcGAS inh,x,-15,x,-3,-1,x,-7,-6,-7,x

21	COc1ccc(CN(Cc2ccco2)CC(O)COCc2ccco2)cc1 (stereo not given)
22	CSc1cccc(NC(=O)c2csc3c2CCCC3)c1
23	Cc1ccsc1[C@@H]1CCN(Cc2cn[nH]c2-c2ccc(F)cc2)C[C@H]1O
24	Cc1cc(C(=O)N2C[C@H](Oc3ccccn3)[C@H]3C[C@@H]2Cc2c3n(C)c3ccccc23)no1
25	O=C(COc1ccccc1)N=Nc1c(O)n(CO)c2ccccc12
26	Cc1ccsc1/C=N\NC(=O)CSc1nnc(-c2ccccc2)n1-c1ccccc1
27	Brc1ccc2nc(CSc3ncnc4sc5c(c34)CCCC5)cn2c1
28	O=C(C1CNCCN1C(=O)CCc1cc(Cl)no1)N1CCOCC1 (stereo not given)
29	COc1ccc(-n2c(C)cn3c4c(=O)n(C)c(=O)n(C)c4nc23)cc1Cl
30	CN1CCN(N=Cc2ccccc2I)CC1
entry no.,21,22,23,24,25,26,27,28,29,30
NPYLR7 agonist,17,-11,3,6,2,-6,-5,10,13,-22
hcGAS inh,-8,-6,0,2,6,-3,4,0,-10,3
mcGAS inh,-4,-5,-18,-7,0,x,x,x,x,x

31	CN(c1ccccc1)S(=O)(=O)c1cccc(NCc2ccccc2C#N)c1
32	Cn1nc(-c2nccn2CC2COCCO2)c2c(Cl)cccc21 (stereo not given)
33	CC(=O)c1ccc(NC(=O)CSc2nnnn2-c2cccc(F)c2)cc1
34	Cc1nc(C(C)(C)C)sc1C(=O)NCC(C)(C)c1ccccc1F
35	O=[N+]([O-])c1cc(C(F)(F)F)cc([N+](=O)[O-])c1NN=C1CCCc2ccccc21
36	COCCOC(=O)C1=C(C)N(C)C(=S)NC1c1ccc(N)cc1 (stereo not given)
37	O=C(CSc1nnc(-c2ccc(Cl)cc2)n1-c1ccccc1)N/N=C\C=C\c1ccccc1
38	CCOC(=O)c1ccc2c(c1)nc(SCc1ccc(OC)c(C(F)(F)F)c1)n2CCOC
39	COC(=O)CSc1nnc(-c2ccccc2C)n1-c1ccc(OC)cc1
40	CC(NC(=O)C(C)N1CCC(OCCN2CCOCC2)CC1)c1ccc(F)cc1 (stereo not given)
entry no.,31,32,33,34,35,36,37,38,39,40
NPYLR7 agonist,8,8,17,-2,1,8,-6,12,30,-5
hcGAS inh,-10,-6,-7,6,2,-4,1,-3,-4,-2
mcGAS inh,-6,-10,x,-3,x,x,0,-5,-5,x

41	COc1cc(C)cc(C(=O)N2CCCN(C(=O)C(C)(C)C)CC2)c1O
42	COc1ccc(-c2cnc3c(c2)CCN3Cc2cccc(OC)c2)cc1
43	O=C(c1ccc(-c2cccc(Cl)c2)s1)N1CC(=O)N2CCc3c(F)cccc3C2C1 (stereo not given)
44	C=C(C)Cn1c(N2CCN(CC)CC2)nc2c1c(=O)[nH]c(=O)n2C
45	O=C1NCC2(CCCN(C(=O)COc3ccc4c(c3)OCO4)C2)O1 (stereo not given)
46	CNCC(=O)N1CCCC1c1nc(C(C)C)no1 (stereo not given)
47	COC(=O)[C@]1(C)CCC[C@@]2(C)C3CC[C@@]4(C)C[C@]3(CC[C@H]12)C[C@H]4O (stereo not given in full)
48	COc1ccc(C(=O)N2CCC3(CC2)OCC(C(=O)NCc2cccnc2)N3C(=O)c2ccccc2)cc1OC (stereo not given)
49	O=C(Nc1cnc(-c2ccccc2)nc1)N1CCC(N2CC=CC2)C1 (stereo not given)
50	COc1ccccc1CN(CCC(C)C)CC(O)COCC(C)C (stereo not given)
entry no.,41,42,43,44,45,46,47,48,49,50
NPYLR7 agonist,8,20,2,1,13,2,x,0,0,18
hcGAS inh,-7,-10,-5,-4,-1,-3,7,-8,-4,-4
mcGAS inh,-8,x,-7,x,x,-12,-2,-5,-12,-5

51	CCOC(=O)CN(C(=O)N1CCOCC1)[C@@H]1C[C@@H]2CO[C@H](C(C)C)C[C@@H]2C1
52	O=S(=O)(NCC1CCN(Cc2ccsc2)CC1)c1cccc2ccccc12
53	Nc1c(-c2ccccc2)n[nH]c1-c1ccccc1
54	COc1ccc(/C=N\N(CCC#N)C2=NS(=O)(=O)c3ccccc32)cc1OC
55	CCN(CC)Cc1cnc2c(C(=O)Nc3ccc4c(c3)COC4)cnn2c1
56	Cc1cc(OC(C)C(=O)N(C)c2ccc(C(N)=O)cc2)ccc1Cl (stereo not given)
57	Cc1cc(C)c(C(=O)N2CCCC(Nc3ccc(F)cc3)C2)o1 (stereo not given)
58	CC(=C\c1ccccc1)/C=C1/SC(N)=NC1=O
59	COCc1n[nH]c(=S)n1-c1ccc(Cl)c(Cl)c1
60	CCCCCCN(C(=O)c1ccc(F)cc1)C(CC)c1nc2cc(Cl)ccc2c(=O)n1CC (stereo not given)
entry no.,51,52,53,54,55,56,57,58,59,60
NPYLR7 agonist,20,-6,-2,-11,7,5&7,-6,42,-7,-9
hcGAS inh,-5,5,-18,-7,-5,-15&-8,-9,-1,-2,0
mcGAS inh,-8,x,-9,-7,x,x,-3,-2,x,0

61	CC(C)C1CC(CCN2CCCCC2)(c2ccccc2)CCO1 (stereo not given)
62	O=c1c(N=Nc2nccs2)c(-c2ccccc2)[nH]n1-c1ccccc1
63	CCCN(CC(=O)Nc1ccccc1C)C(=O)/C=C/c1ccc(Br)o1
64	COc1ccccc1OCCn1c(SC(C)C)nc2ccccc21
65	Cc1csc2c(SCC(=O)NCC3CC3)ncnc12
66	CCOc1ccc(/C=C/C(=O)Nc2nc3ccc(OC)cc3s2)cc1
67	CN1CCN(c2cc(C(F)(F)F)ccn2)CC1C(=O)O (stereo not given)
68	O=C(CC(=O)N1CCOCC1)N1CCOCC1
69	COCCN1CCCC(O)(CN2CCC(C(N)=O)CC2)C1=O (stereo not given)
70	CC(C)CC(C)(NCc1ccc(Cl)nc1)C(N)=O (stereo not given)
entry no.,61,62,63,64,65,66,67,68,69,70
NPYLR7 agonist,-4,-2,0,0,-1,-4,17,13,4,18
hcGAS inh,-3,-2,-1,-3,5,-1,-7,-6,-6,5
mcGAS inh,x,-7,x,-3,-1,x,x,x,x,x

# Part of the list above in order of formula weight, highest first:
60	CCCCCCN(C(=O)c1ccc(F)cc1)C(CC)c1nc2cc(Cl)ccc2c(=O)n1CC (stereo not given)
63	CCCN(CC(=O)Nc1ccccc1C)C(=O)/C=C/c1ccc(Br)o1
54	COc1ccc(/C=N\N(CCC#N)C2=NS(=O)(=O)c3ccccc32)cc1OC
55	CCN(CC)Cc1cnc2c(C(=O)Nc3ccc4c(c3)COC4)cnn2c1
62	O=c1c(N=Nc2nccs2)c(-c2ccccc2)[nH]n1-c1ccccc1
64	COc1ccccc1OCCn1c(SC(C)C)nc2ccccc21
61	CC(C)C1CC(CCN2CCCCC2)(c2ccccc2)CCO1 (stereo not given)
69	COCCN1CCCC(O)(CN2CCC(C(N)=O)CC2)C1=O (stereo not given)
65	Cc1csc2c(SCC(=O)NCC3CC3)ncnc12
59	COCc1n[nH]c(=S)n1-c1ccc(Cl)c(Cl)c1
67	CN1CCN(c2cc(C(F)(F)F)ccn2)CC1C(=O)O (stereo not given)
70	CC(C)CC(C)(NCc1ccc(Cl)nc1)C(N)=O (stereo not given)
entry no.,60,63,54,55,62,64,61,69,65,59,67,70
NPYLR7 agonist,-9,0,-11,7,-2,0,-4,4,-1,-7,17,18
hcGAS inh,0,-1,-7,-5,-2,-3,-3,-6,5,-2,-7,5
mcGAS inh,0,x,-7,x,-7,-3,x,x,-1,x,x,x

58	CC(=C\c1ccccc1)/C=C1/SC(N)=NC1=O
68	O=C(CC(=O)N1CCOCC1)N1CCOCC1
53	Nc1c(-c2ccccc2)n[nH]c1-c1ccccc1
entry no.,58,68,53
NPYLR7 agonist,42,13,-2
hcGAS inh,-1,-6,-18
mcGAS inh,-2,x,-9

# Remaining list, next part.
71	Cc1ccc(Cc2nc(N3CCN(C(=O)CCl)CC3)c3c(-c4ccc5ccccc5c4)noc3n2)cc1
72	O=C1CSC(=S)N1NC(=S)Nc1ccc(SC(F)F)cc1
73	CCN(CC)CCn1c2c(c(SCC(=O)Nc3ccc(C)cc3C)nc1=O)CCCC2
74	CC1(C(=O)NS(=O)(=O)c2cccc(F)c2)CCN1C(=O)C/C=C/c1ccccc1 (stereo not given)
75	COc1cccc(CCNC(=O)c2ccc(SCc3ccccc3)nc2)c1
76	COc1ccc2cc(C3CN(C(=O)c4cn[nH]n4)CCO3)ccc2c1 (stereo not given)
77	N#CCCNN=Cc1ccncc1
78	C=CCN(Cc1nc2sc(C(=O)OC(C)C)c(C)c2c(=O)[nH]1)CC(O)CC (stereo not given)
79	COc1cc(CN2C(=O)C(C)ON=C2c2cccc(Cl)c2)cc(OC)c1 (stereo not given)
80	CC1(C)CC(NC2CC(C)(C)NC(C)(C)C2)CC(C)(C)N1
entry no.,71,72,73,74,75,76,77,78,79,80
NPYLR7 agonist,24,0,1,4,-8,1,-5,29,-3,0
hcGAS inh,-6,-10,-14,-4,-10,-3,1,-9,6,-10
mcGAS inh,-7,x,-8,x,-4,-1,x,-5,x,x

81	Cc1onc(-c2ccccc2)c1C(=O)NCc1ccc2c(c1)OCO2
82	CCc1nc2ccc(C(=O)NCc3ccc(OC)cc3)cn2c1N(CCC(C)C)CCN(C)C
83	COC(=O)C1C2C=CC3(CN(Cc4ccco4)C(=O)C13)O2 (stereo not given)
84	Cc1noc(C)c1C(C)C(=O)N1CCOC(C(N)=O)C1 (stereo not given)
85	CC(C)S(=O)(=O)N1CCN(c2cc(Oc3cccc(F)c3)ncn2)CC1
entry no.,81,82,83,84,85
NPYLR7 agonist,0,-6,6,1,7
hcGAS inh,-3,-4,-7,0,-10
mcGAS inh,x,-5,x,x,-6
